Screening results deposited in PubChem by several laboratories.
GPR55 activation: GPR55 agonists via beta-arrestin recruitment, primary screen, imaging, U2OS cells, beta-arrestin-GFP redistribution (AID 1961); U2OS GPR55 beta-arrestin-GFP redistribution imaging; higher % means a stronger effect; one-dose activation, % at 10 µM; EC50 in µM for titrated hits; actives 0.048% (n = 290,000);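 active means activation above 40% with more than 50 cells counted in the well; inconclusive means wells holding fewer than 50 cells, flagged as toxic or sparse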;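 further: U2OS osteosarcoma cells stably expressing GPR55 and beta-arrestin-GFP; plate controls were DMSO negative control for no effect and LPI positive control for full effect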
Rac1 GTP hydrolysis: MgcRacGAP GTPase-activating activity inhibitors, confirmation, biochemical, ADP Hunter fluorescence. Rac GTPase-activating protein 1 (Homo sapiens). MgcRacGAP-stimulated Rac1 GTP hydrolysis, ADP Hunter fluorescence; higher % means a stronger effect; GST-tagged Rac1 F28L mutant substrate. one-dose inhibition, % at 30 µM; IC50 in µM for titrated hits. actives 0.6% (n = 340,000);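 active means first-screen hits whose inhibition reached a set limit at any dose in the follow-up dose series; inconclusive means inhibition above the set first-screen limit but never retested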;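 further: fluorescence reports GDP produced by GAP-driven GTP hydrolysis; strong numbers were not always called active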
Dengue-2 NS5 capping: Dengue-2 NS5 methyltransferase inhibitors, primary screen, biochemical, confirmation dose response (AID 588689). actives 0.3% (n = 340,000). Dengue-2 NS5 methyltransferase capping enzyme assay, biochemical; higher % means a stronger effect. inhibition, % at 25 µM; hits with a dose series show IC50 in µM. Genome polyprotein (Dengue virus type 2 (strain 16681-PDK53)); in the data active means a potency from the dose series; inconclusive means inhibition above about 29% without an active follow-up result
GPR55 antagonists: GPR55 antagonists blocking LPI-driven arrestin recruitment, primary screen, imaging, U2OS, beta-arrestin-GFP, LPI agonist (AID 2013); U2OS GPR55 beta-arrestin-GFP translocation imaging, LPI antagonism; higher % means a stronger effect; inhibition, % at 10 µM, or IC50 in µM where a hit was titrated; actives 0.13% (n = 290,000); G-protein coupled receptor 55 (Homo sapiens);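 active means spots per cell inhibited over 60%, with over 100 cells counted and total cytoplasm intensity under 500,000; inconclusive means wells with under 100 cells, flagged as likely toxic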;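 further: U2OS cells stably carrying GPR55 and arrestin-GFP stimulated by 5 µM LPI near EC80; imaged beta-arrestin-GFP aggregate spots per cell after agonist stimulation; plate controls were LPI-stimulated DMSO wells for no effect and DMSO wells without LPI for full effect; some results filed as inactive read as strong as hits; confirmed hits need IC50 under 10 µM and bright autofluorescent wells are also inconclusive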
Yfh1-depleted yeast: enhancers of respiration in Yfh1-depleted yeast, dose response, Friedreich's ataxia, plus single-dose screen (AID 1465); fold induction at 50 µM, or EC50 in µM where a hit was titrated; S. cerevisiae Yfh1-off respiration, WST-1 reduction, 72 h; higher fold induction means a stronger effect; actives 0.074% (n = 220,000);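 active means fold induction of absorbance versus untreated yeast above a set limit, then at least 30% activation at any dose in follow-up; inconclusive means repeats straddling the limit, or above it without dose testing; inactive means fold induction below the set limit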;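 further: activators that raise dye reduction in frataxin-depleted yeast; strong numbers were not always called active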
GPR35 antagonists: GPR35 antagonists blocking zaprinast-driven arrestin recruitment, primary screen, imaging, U2OS, beta-arrestin-GFP, zaprinast agonist (AID 2058) | G-protein coupled receptor 35 (Homo sapiens) | U2OS GPR35 beta-arrestin-GFP translocation imaging, zaprinast antagonism; higher % means a stronger effect | inhibition, % at 10 µM; hits with a dose series show IC50 in µM | actives 0.052% (n = 290,000);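 active means inhibition of at least 50% with at least 30 cells and total cytoplasm GFP at most 10,000,000; inconclusive means under 30 cells or total GFP of 10,000,000 plus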
NTR1 ag: agonists of NTR1, primary screen, imaging, U2OS cells, beta-arrestin-GFP, high content (AID 493036) | actives 0.17% (n = 330,000) | NTR1-U2OS beta-arrestin-GFP spot imaging, agonist mode | activation, % at 20 µM | Neurotensin receptor type 1 (Homo sapiens), P30989;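 active means activation at or above 40% of the spot to cytoplasm intensity ratio, with at least 20 cells analyzed; inconclusive means wells under 20 cells, flagged as cytotoxic or low count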;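 further: 0% = DMSO without peptide and 100% = 100 nM NTR1 peptide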
Target sequence (P30989 whole entry, looked up): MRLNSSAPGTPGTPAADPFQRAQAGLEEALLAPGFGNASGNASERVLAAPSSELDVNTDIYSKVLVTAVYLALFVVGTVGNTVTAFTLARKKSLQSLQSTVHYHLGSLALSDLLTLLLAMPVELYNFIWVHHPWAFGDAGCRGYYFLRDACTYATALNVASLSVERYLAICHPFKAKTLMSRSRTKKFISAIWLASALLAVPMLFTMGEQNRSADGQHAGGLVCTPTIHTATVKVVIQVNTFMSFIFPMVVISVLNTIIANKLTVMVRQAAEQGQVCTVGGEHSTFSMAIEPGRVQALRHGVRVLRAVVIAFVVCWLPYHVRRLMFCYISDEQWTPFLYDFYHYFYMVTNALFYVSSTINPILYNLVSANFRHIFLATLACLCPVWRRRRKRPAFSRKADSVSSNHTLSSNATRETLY
AID2073: inhibitors of Mint1-CaV2.2 protein interaction, biochemical, HTRF (AID 2073). HTRF protein-protein interaction, Mint1-CaV2.2; higher % means a stronger effect. inhibition, % at 20 µM, or IC50 in µM where a hit was titrated. Voltage-dependent N-type calcium channel subunit alpha-1B (Homo sapiens). actives 0.19% (n = 290,000); in the data active means inhibition mostly above about 51%, no sharp cut-off; inconclusive means no clear call, values can overlap the other calls; inactive means mostly below about 53%; further: some results filed as inactive read as strong as hits
Large T inhibition: SV40 large T antigen inhibitors, biochemical (AID 1903) | SV40 large T antigen ATPase/helicase inhibition assay; higher % means a stronger effect | actives 0.39% (n = 310,000) | inhibition, % at 20 µM, or IC50 in µM where a hit was titrated; in the data active means a potency from the dose series; inconclusive means inhibition mostly from about 32% at the one dose, without a potency; inactive means the rest, 99 in 100 with inhibition below about 32%; further: strong numbers were not always called active
NTR1 ag cell count 20 µM: recorded beside NTR1 ag, whose call it bears; cell count; measured here: cell count, cytotoxicity flag
Dengue-2 NS5 capping pilot replicate: second read-out of Dengue-2 NS5 capping, no call of its own (marks repeat the call); inhibition, %; measured here: pilot screen replicate inhibition
Active calls of the source: *; i = inactive; ? = inconclusive; . = not tested or not shown; & = joins results of further samples.

SMILES	GPR55 activation	Rac1 GTP hydrolysis	Dengue-2 NS5 capping	GPR55 antagonists	Yfh1-depleted yeast	GPR35 antagonists	NTR1 ag	NTR1 ag cell count 20 µM	AID2073	Large T inhibition	others
Clc1ccc(N2CCN(Cc3ccccc3Cl)CC2)cc1	-0.1%	14%	-7%	-4%	i	10%	5.5	39	-9%	13%
CCCCn1c(=O)c(C(=O)NCc2ccccc2)c(O)c2ccccc21	-0.1%	0%	-14%	-2%	.	12%	1.4	54	2%	3%
CCc1ccc(C(=O)C23CN4CN(CN(C4)C2)C3)cc1	0.9%	3%	-1%	2%	i	0%	0.6	45	0%	5%
CC(C)NC(=O)Cn1cc(C(=O)c2ccccc2F)c2ccccc21	-0.1%	-9%	1%	-6%	i	-4%	1.2	70	-3%	11%
CCCOc1ccccc1C1SCC(=O)Nc2c1c(=O)[nH]n2C(C)CCC (stereo not given)	0.3%	8%	6%	3%	i	2%	-1.0	38	9%	5%
c1ccc(C2=NP(N3CCOCC3)(N3CCOCC3)=NC(N3CCOCC3)=N2)cc1	0.2%	.	.	6%	i	14%	.	.	?	3%
CC(=NCC1CCCO1)c1c(O)n(C2CCCCC2)c(=O)[nH]c1=O (stereo not given)	-0.3%	-7%	4%	2%	i	12%	-0.1	47	10%	11%
CCC1(OC(=O)CN)C(=O)OCc2c1cc1n(c2=O)Cc2cc3ccccc3nc2-1 (stereo not given)	-0.1%	11%	-5%	-11%	i	7%	.	.	42%	5%
CCCCN1C(=O)/C(=C/c2ccc(N3CCCCCC3)cc2)C(=O)NC1=S	-0.1%	.	.	0%	i	-4%	-1.3	69	12%	16%
COC1CC(OC2CCC3(C)C(CCC4C3CCC3(C)C(C5=CC(=O)OC5)C(OC(C)=O)CC43O)C2)OC(C)C1OC1OC(COC2OC(CO)C(O)C(O)C2O)C(O)C(O)C1O (stereo not given)	0.6%	.	.	5%	i	26%	.	.	10%	10%
COc1cc(OC)c(OC)cc1CN1CCN(C(=O)Cc2ccccc2)CC1	-0.1%	?	-1%	-1%	.	10%	-1.5	50	4%	14%	Dengue-2 NS5 capping pilot replicate=3.0
Cc1c(C(=O)N2CCC3(CC2)OCCO3)oc2ccc(S(=O)(=O)N3CCOCC3)cc12	-0.3%	13%	6%	3%	i	-6%	0.5	72	0%	2%
CN1CCC2(CC1)NC(=O)c1ccccc1N2	-1.9%	.	.	-10%	i	-3%	.	.	17%	.
O=C(Cn1cc(C(=O)c2ccccc2F)c2ccccc21)NCc1ccco1	-0.3%	-1%	-2%	-1%	i	-9%	0.4	49	-4%	8%
N=C1c2ccccc2CN1NC(=O)c1ccc(Br)cc1	-0.3%	4%	0%	10%	i	6%	1.7	63	12%	5%
CCN1c2nc3ccccn3c(=O)c2CC2(C(=O)N(C)C(=O)N(C)C2=O)C1C (stereo not given)	0.9%	7%	-2%	4%	i	-10%	1.5	69	17%	10%	Dengue-2 NS5 capping pilot replicate=1.5
O=[N+]([O-])c1ccc(Cl)c([N+](=O)[O-])c1	.	-1%	-7%	.	.	.	20	69	.	25%
CN1C(=O)/C(=C\c2ccc(N3CCCCCC3)cc2)C(=O)NC1=S	0.3%	21%	-5%	-9%	i	5%	1.9	51	-5%	15%
CN1CCN(c2ncnc3nc[nH]c23)CC1	-0.6%	5%	-9%	-3%	i	-5%	1.1	44	-2%	10%
Cc1cccc(NC(=O)N2C[C@H]3C[C@@H](C2)c2cccc(=O)n2C3)c1	0.2%	-7%	0%	6%	.	10%	-0.2	85	8%	3%
C=Cc1ccc(Cn2c(C(=O)O)c(C=O)c3ccccc32)cc1	0.2%	5%	-5%	13%	i	-4%	3.2	43	1%	10%
C1=C(CCNCc2ccccc2)CCCC1	0.2%	11%	-2%	8%	i	-1%	-0.9	55	-1%	1%
COc1ccc(N2C(=O)CC(N3CCC(n4c(=O)[nH]c5ccccc54)CC3)C2=O)cc1 (stereo not given)	-0.1%	3%	-5%	7%	i	15%	-0.8	60	47%	9%
N[C@@]1(C(=O)O)CC[C@@H](C(=O)O)C1	.	-4%	-3%	.	.	.	2.5	54	.	-4%
Cc1nn(Cc2ccccc2)c(Cl)c1C(=O)O	0.3%	6%	-6%	4%	i	1%	0.4	29	5%	4%
NP(=O)(Oc1ccc(Cl)cc1)Oc1ccc(Cl)cc1	0.7%	3%	0%	-6%	i	8%	0.8	30	25%	10%
Fc1ccccc1CCNCc1cccc2ccccc12	-0.4%	2%	-1%	5%	i	1%	-2.0	62	-1%	10%
CC(=O)Cc1ccc(OC(C)C)cc1	-0.1%	2%	3%	-10%	i	0%	0.6	57	0%	5%
CCCN(CCC)[C@@H]1CCc2cccc(O)c2C1	0.4%	3%	-1%	9%	i	8%	-0.2	58	?	16%
OC(COCc1ccc(Cl)cc1)CN1CC=C(c2ccccc2)CC1 (stereo not given)	0.6%	14%	1%	14%	i	-12%	-1.0	77	-9%	6%
O=P(C(=Nc1ccc(Cl)cc1)N1CCOCC1)(N1CCOCC1)N1CCOCC1	-0.1%	5%	-10%	1%	i	-12%	-1.5	46	0%	1%
C=C(C)CSc1nnc([C@@H](N)Cc2c[nH]c3ccccc23)o1	-0.1%	5%	-7%	-6%	i	6%	3.0	73	-3%	7%	Dengue-2 NS5 capping pilot replicate=-6.2
FC(F)(F)c1cccc(N2CCNCC2)c1	0.3%	.	.	-10%	i	-10%	-1.0	75	-1%	16%&7%
O=C(C(=O)N1CCOCC1)c1cn(Cc2c(F)cccc2Cl)c2ccccc12	-0.7%	6%	-7%	5%	i	-13%	-0.6	48	32%	4%
CN1CCN(c2ccc(/C=C3\C(=O)NC(=S)N(c4cccc(Br)c4)C3=O)o2)CC1	-0.1%	14%	?	22%	i	12%	-1.1	45	?	12%
O=C1NC(=S)N(c2ccccc2)C(=O)/C1=C/c1ccco1	-0.2%	8.3µM*	60%	4%	.	0%	0.2	50	1%	37%
CN1CCN(/N=C/c2c[nH]c3ccccc23)CC1	-0.1%	?	9%	7%	i	-2%	0.2	39	0%	15µM*
CCOC(=O)C1=C(N)OC2=C(C(=O)CCC2)C12C(=O)N(C)c1ccccc12 (stereo not given)	-0.1%	4%	8%	-6%	i	-2%	1.5	45	-2%	14%
COC(=O)c1ccccc1N=Cc1c(O)[nH]c(=S)[nH]c1=O	-0.1%	4%	13%	-9%	.	-12%	-1.2	95	8%	22%
CCC(=Nc1cc(OC)ccc1OC)c1c(O)[nH]c(=O)[nH]c1=O	0.1%	8%	8%	21%	i	4%	-1.7	73	-15%	10%
Cc1ccc(OCCn2cccc2/C=C2/C(=O)NC(=O)N(Cc3ccco3)C2=O)cc1	-0.3%	19%	-8%	6%	i	5%	12	46	13%	22%
N#CC1=C(N)Oc2cc(O)ccc2C1c1ccc2c(c1)OCO2 (stereo not given)	0.5%	.	.	1%	i	7%	1.0	59	-5%	6%
CCOC(=O)c1cncn1C(C)c1ccccc1 (stereo not given)	0.2%	11%	-2%	10%	i	14%	-0.7	57	-4%	12%
CCN(CC)CCCN=C(C)c1c(O)n(C2CCCCC2)c(=O)[nH]c1=O	0.7%	1%	-7%	?	i	2%	-0.8	67	1%	12%
CC(=O)c1c(C)n(C2CCCCC2)c2ccc(O)cc12	0.1%	-2%	-4%	6%	i	-6%	-1.1	41	-18%	9%
CCn1cc(CN2CCCC(C(=O)c3sccc3C)C2)cn1 (stereo not given)	0.0%	11%	-2%	-3%	i	2%	0.6	26	-5%	3%
CC1=CC(=O)C2=C(C)C[C@H](O)[C@@H]3[C@H](OC(=O)[C@H]3C)[C@@H]12	.	4%	3%	.	.	.	1.8	55	.	24%
O=C1C(=O)c2ccccc2-c2ccccc21	-0.1%	8%	-5%	42%	i	1%	0.5	55	-5%	13%&6%
COc1ccc(CN2CCN(c3ccccc3F)CC2)cc1O	0.2%	13%	-6%	11%	i	9%	-2.4	86	-2%	8%
O=C(c1ccc2c(c1)N(Cc1ccc(F)cc1)CCS2)N1CCC2(CC1)OCCO2	-0.2%	-1%	7%	-7%	.	10%	0.9	70	33%	20%
(cont.)
SMILES	GPR55 activation	Rac1 GTP hydrolysis	Dengue-2 NS5 capping	GPR55 antagonists	Yfh1-depleted yeast	GPR35 antagonists	NTR1 ag	NTR1 ag cell count 20 µM	AID2073	Large T inhibition	others
CCCCCCN=C(C)c1c(O)n(Cc2ccccc2)c(=O)[nH]c1=O	0.5%	9%	-8%	16%	i	-19%	5.2	80	-2%	-1%	Dengue-2 NS5 capping pilot replicate=1.2
COc1cc2[nH]c(=S)n(-c3ccccc3)c(=O)c2cc1OC	0.2%	7%	-7%	1%	i	-2%	-0.7	91	-12%	0%
CCOC(=O)CNC(=O)CSP(=S)(OCC)OCC	0.3%	-5%	-14%	1%	i	6%	-1.8	70	-10%	4%	Dengue-2 NS5 capping pilot replicate=-5.8
O=C(Nc1ccccc1)N1CC2CC(C1)c1cccc(=O)n1C2 (stereo not given)	0.4%	5%	-6%	-2%	i	7%	0.9	97	0%	8%
Cc1ccc2c(c1)CC1(CN2C)C(=O)NC(=O)N(c2ccc(C)c(C)c2)C1=O (stereo not given)	-0.3%	9%	3%	2%	i	0%	-0.2	55	6%	12%
CCN1CCN(S(=O)(=O)c2ccc(Cl)c(C(=O)Nc3ccc(C(=O)N(CC)CC)cc3)c2)CC1	-0.1%	2%	-7%	-2%	.	-13%	1.9	52	-3%	5%
COc1ccc2c(c1)CC1(CN2C)C(=O)NC(=O)N(CCc2ccccc2)C1=O (stereo not given)	0.7%	2%	22%	-5%	i	2%	-1.0	90	-24%	12%

The list is partial. The share of hits here may be higher or lower than overall.
